# Bioassay records as filed in PubChem.
# BRCT PPI red = qHTS Assay for Inhibitors of BRCT-Phosphoprotein Interaction (Red Fluorophore). Breast cancer type 1 susceptibility protein (Homo sapiens), P38398. BRCT-phosphopeptide binding, red fluorescence polarization. Potency, µM (doses to about 76.9 µM), inactives show at the highest dose activity change, negative = inhibition, most hits filed as inhibitors. actives 0.03% (n = 75,000). AID 892, 2007; note: % is set by controls: 0 for no effect and ±100 for the full control effect
#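 Fluorescence polarization: 100 nM His-tagged BRCA1 BRCT with 100 nM TAMRA-labelled phospho-BACH1 decapeptide, phosphate buffer pH 7.3 with 150 mM NaCl, DTT, 0.01% Tween 20; 12 min RT. Binding inhibition seen as FP decrease.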
# BRCT inh green = qHTS Assay for Inhibitors of BRCT-Phosphoprotein Interaction (Green Fluorophore); Breast cancer type 1 susceptibility protein (Homo sapiens), P38398; BRCA1 BRCT-phosphopeptide binding, green fluorescence polarization; Potency, µM (doses to about 76.9 µM), for inactives: top-dose activity change, negative = inhibition, actives largely listed as inhibitors; actives 0.05% (n = 75,000); AID 875, 2007;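 note: potency is the fitted concentration of half-maximal effect; plate controls were peptide without protein for full effect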
#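 Fluorescence polarization: His-tagged BRCT (~35 kDa BRCA1 C-terminus, 250 nM) bound to 100 nM fluorescein-labeled phosphorylated 10-aa BACH1 peptide, pH 7.3 phosphate buffer with DTT and Tween 20. Compounds incubated 12 min at room temperature; inhibition read as lowered polarization.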
# Caspase-7 inhib = qHTS Assay for Allosteric/Competitive Inhibitors of Caspase-7; Potency, µM (highest dose often 57.5 µM), for the others: top-dose activity change, negative = inhibition, most hits filed as inhibitors; actives 0.02% (n = 75,000); recombinant caspase-7, Ac-DEVD-AFC fluorescence rate; active = well fitted inhibition curve with a large enough effect in the main read-out, with a control signal flat, not every such curve was filed as active; inconclusive = small, poorly fitted or top-dose-only effect, or a change in a side signal; note: potency is the fitted concentration of half-maximal effect; % of control where 0% means no effect
# Target sequence (P55210 24-198 limits assumed): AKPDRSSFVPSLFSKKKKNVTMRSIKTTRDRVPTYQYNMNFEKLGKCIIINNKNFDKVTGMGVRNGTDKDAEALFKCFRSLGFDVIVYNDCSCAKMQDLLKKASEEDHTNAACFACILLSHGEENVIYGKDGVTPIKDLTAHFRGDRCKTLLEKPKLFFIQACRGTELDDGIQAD
# Target sequence (P55210 207-303 limits assumed): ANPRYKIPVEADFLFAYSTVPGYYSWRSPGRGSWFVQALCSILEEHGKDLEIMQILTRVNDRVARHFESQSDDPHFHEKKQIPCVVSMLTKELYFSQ
# USP2a inhib = qHTS Assay for Inhibitors of Ubiquitin-specific Protease USP2a | actives 0.1% (n = 60,000) | Potency, µM (top dose mostly 38.3 µM), inactives show top-dose activity change, negative = inhibition, actives largely listed as inhibitors | USP2a enzymatic assay, qHTS inhibition | Ubiquitin carboxyl-terminal hydrolase 2 (Homo sapiens), O75604;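 note: potency is the fitted concentration of half-maximal effect; nearly all actives have a fitted effect of over 60% in size; plate controls were DMSO for no effect and NEM full inhibition control for full effect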
# Target sequence (O75604 whole entry, looked up): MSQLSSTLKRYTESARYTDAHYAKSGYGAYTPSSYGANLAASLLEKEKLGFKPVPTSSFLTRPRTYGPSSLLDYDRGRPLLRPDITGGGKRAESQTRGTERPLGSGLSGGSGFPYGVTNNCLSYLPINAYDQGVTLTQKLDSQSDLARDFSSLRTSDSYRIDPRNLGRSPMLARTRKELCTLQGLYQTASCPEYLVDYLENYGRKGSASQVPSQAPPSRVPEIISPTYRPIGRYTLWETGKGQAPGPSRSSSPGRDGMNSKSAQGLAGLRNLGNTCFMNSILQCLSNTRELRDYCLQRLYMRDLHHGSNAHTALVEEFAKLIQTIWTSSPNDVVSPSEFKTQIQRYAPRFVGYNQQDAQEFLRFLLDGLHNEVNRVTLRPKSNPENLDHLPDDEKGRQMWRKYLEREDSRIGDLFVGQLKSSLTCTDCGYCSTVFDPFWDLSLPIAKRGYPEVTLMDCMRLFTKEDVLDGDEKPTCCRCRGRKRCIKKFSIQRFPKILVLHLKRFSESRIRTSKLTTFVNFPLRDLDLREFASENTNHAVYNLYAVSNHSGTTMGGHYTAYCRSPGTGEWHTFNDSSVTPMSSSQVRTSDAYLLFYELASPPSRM
#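 USP2 core (20nM final) preincubated 30 min RT with compound, then Ub-PLA2 20nM and NBD C6-HPC 20uM final added; buffer 20mM Tris-HCl pH 8.0, 2mM CaCl2. Fluorescence Ex 460/Em 535 read at 0 and 2.5 h; normalized to NEM.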
# Texas Red fluor = qHTS Assay for Spectroscopic Profiling in Texas Red Spectral Region | max dye-equivalent concentration, M | Compound fluorescence, Texas Red channel, 547/618 nm; active compounds read high | actives 0.06% (n = 59,000) | AID 587, 2007; in the data active = max dye-equivalent concentration above about 10 nM; inconclusive = between about 1.1 nM and that limit
#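 Spectral interference profiling: each compound concentration's relative fluorescence, read with a 547 nm excitation and 618 nm emission filter pair, was normalized to a per-plate Texas Red standard curve.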
# Fluorescein fluor = qHTS Assay for Spectroscopic Profiling in Fluorescein Spectral Region; Compound autofluorescence, 480/540 nm, fluorescein-equivalent; active compounds read high; max fluorescein-equivalent concentration, M; actives 0.91% (n = 59,000); AID 593, 2007; in the data active = max fluorescein-equivalent concentration above about 10 nM; inconclusive = between about 1.1 nM and that limit
#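 First, buffer (100 mM Tris, pH 8.0) dispensed; second, compounds and fluorescein standards pinned in; third, 15 min room-temperature incubation; finally, imaging at ex 480 nm/em 540 nm. Fluorescence normalized against the six-point fluorescein curve.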
# HEK293 cAMP ctrl = qHTS Assay for Agonists of the Thyroid Stimulating Hormone Receptor: Activators of Intracellular cAMP Concentrations in Parental HEK 293; parental HEK293 CNG cAMP sensor, membrane potential fluorescence; Potency, µM (top dose mostly 57.1 µM), for the others: top-dose activation, hits mostly activators; actives 2.5% (n = 73,000); AID 938, 2007; note: potency is the fitted concentration of half-maximal effect; % of control where 0% means no effect; nearly all actives have a fitted effect of over 55% in size
#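 Parental HEK 293 cells stably expressing a modified CNG channel (no TSHR) report cAMP rise as membrane depolarization. Membrane potential dye with 100 uM RO 20-1724 was loaded for 60 min at room temperature, then compound added for 30 min; fluorescence read at 590 nm.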
# 4MU fluor = qHTS Assay for Spectroscopic Profiling in 4-MU Spectral Region | compound autofluorescence, 340/450 nm, 4-MU equivalents; active compounds read high | max dye-equivalent concentration, M | actives 11% (n = 59,000); in the data active = max dye-equivalent concentration above about 10 nM; inconclusive = mostly about 1.1 nM to 9.6 nM
#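 Intrinsic fluorescence at 340/450 nm (ex/em) was read after 15 min at room temperature in pH 8.0, 100 mM Tris. Each compound concentration expressed as 4-MU-equivalent concentration from a six-point 4-MU standard series on each plate.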
# Caspase-1 inhib = qHTS Assay for Allosteric/Competitive Inhibitors of Caspase-1 | P29466 | Caspase-1 enzyme, Ac-WEHD-AFC fluorogenic rate | Potency, µM (highest dose often 57.5 µM), for the others: at the top dose activity change, negative = inhibition, usual class: inhibitors | actives 0.03% (n = 75,000) | AID 900, 2007;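 note: potency is the fitted concentration of half-maximal effect; plate controls were vehicle for no effect and no substrate for full effect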
# A350 fluor = qHTS Assay for Spectroscopic Profiling in A350 Spectral Region; Compound autofluorescence, 340/450 nm, Alexa 350 dye-equivalents; active compounds read high; max dye-equivalent concentration, M; actives 11% (n = 59,000); AID 590, 2007; in the data active = max dye-equivalent concentration above about 10 nM; inconclusive = mostly about 1.1 nM to 9.6 nM
# Rhodamine autofl = qHTS Assay for Spectroscopic Profiling in Rhodamine Spectral Region; Rhodamine-region fluorescence, 547/598 nm, Tris buffer; active compounds read high; max dye-equivalent concentration, M; actives 0.05% (n = 59,000); AID 594, 2007; in the data active = max dye-equivalent concentration above about 11 nM; inconclusive = between about 1.1 nM and that limit
#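 qHTS spectral profiling of compounds without any target or enzyme present, in pH 8.0 Tris buffer; plates were read after a 15-minute room-temperature incubation using the rhodamine-region filter set.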
# * hit, by the source's call; i = inactive; ? = inconclusive; / = not tested or not shown; & = joins results of further samples; [ ] = remark or other dose. Unless noted, calls come from the whole dose curve; as a rule, active = well fitted curve in the direction sought with a large enough effect; inconclusive = small, poorly fitted or top-dose-only effect, or another doubt; inactive = no such curve, though single readings can be large; an effect the other way counts as inactive or inconclusive. The list is partial; the hit share may differ from the screen's.
SMILES,BRCT PPI red,BRCT inh green,Caspase-7 inhib,USP2a inhib,Texas Red fluor,Fluorescein fluor,HEK293 cAMP ctrl,4MU fluor,Caspase-1 inhib,A350 fluor,Rhodamine autofl
COc1cccc(C2/C(=C(/O)c3ccncc3)C(=O)C(=O)N2CCCN2CCOCC2)c1OC (stereo unspecified),0.3%,-1.1%,0%,63%[activator],i,i,2%,i,-3%,?,i
Cc1ccccc1Cn1cnc2c(cnn2C(C)(C)C)c1=O,-0.9%,-0.5%,-1%,5%,i,i,?,i,0%,i,i
CN(C)CCNC(=O)COc1cccc(Cl)c1,1.4%,0.6%,1%,/,i,i,1%,i,-2%,i,i
CCOC(=O)N/N=C1/C[C@@H](O)[C@@H](O)[C@@H]2[C@@H]3C(=O)N(C4CCCCC4)C(=O)[C@H]3CC[C@@H]12,0.8%[15.4 µM],-2.5%[15.4 µM],-1%[11.5 µM],/,/,/,19%[11.4 µM],/,-1%[11.5 µM],/,/
OC1CN=C2CCCc3c2n(c2ccc(Cl)cc32)C1 (stereo unspecified),-0.1%,3.4%,?,34%[activator],i,i,1%,6.1e-08M*,?,8.1e-08M*,i
CN[C@@H](c1ccncc1)[C@@H](NC)c1ccncc1,0.3%[15.4 µM],-1.9%[15.4 µM],-1%[11.5 µM],/,i,i,12%[11.4 µM],i,2%[11.5 µM],i,i
COc1cc(OC)cc(-c2nc3cc(C)ccc3o2)c1,0.2%,1.1%,-2%,3%,i,i,15%,i,-2%,i,i
O=C(CCN1CCN(CC(=O)Nc2ccccc2Cl)CC1)Nc1ccccc1F,0.3%,0.5%,0%,15%,i,i,19%,i,1%,i,i
COC(=O)[C@@]1(Cc2ccc(F)cc2)[C@H]2c3cc(C(=O)N(C)C)n(CCSCCO)c3C[C@H]2CN1C(=O)c1ccccc1,-7.0%,1.9%,-2%,/,/,/,27%,/,0%,/,/
CCNc1nc(C)nc2c1oc1ccccc12,-0.5%,0.1%,0%,-6%,i,?,-1%,i,-1%,i,i
Clc1nc(NCCc2ccccc2)c2ncn(-c3ccccc3)c2n1,/,/,/,/,i,i,?,i,/,i,i
CCN(CC)C(c1ccc(C)cc1)c1nnnn1C1CCCCC1 (stereo unspecified),-0.7%,-2.5%,-1%,-13%,?,i,16µM*,i,1%,i,i
COc1ccc(CCNC(=O)Cn2nnc(-c3cccs3)n2)cc1OC,0.4%,0.0%,-3%,-3%,i,i,0%,i,-1%,i,i
Nc1n[nH]c2ccccc12,-3.3%[15.4 µM],1.2%[15.4 µM],1%[11.5 µM],/,2.9e-08M*,?,2%[11.4 µM],i,-1%[11.5 µM],i,1.5e-08M*
Cc1nc2c3ccccc3[nH]c(=O)n2n1,-0.9%,-1.4%,1%,-1%,i,i,-5%,i,-2%,i,i
C/C(=C1/SC(N2CCOCC2)=NC1=O)c1ccc(Cl)cc1,0.8%,-0.9%,-1%,6%,i,i,22%,1e-08M*,-1%,1.5e-08M*,i
O=C(O)[C@@H](O)[C@@H](O)[C@H](O)C(=O)CO,0.0%[15.4 µM],1.1%[15.4 µM],0%[11.5 µM],/,i,?,?,i,-1%[11.5 µM],i,i
CC(C)c1[nH]nc2c1C(C(C)C)C(C#N)=C(N)O2 (stereo unspecified),0.6%,-0.1%,1%,/,i,?,-13%,i,-1%,i,i
O=C(Cn1cccc1C(=O)c1ccccc1)NCCN1CCOCC1,0.1%,-2.8%,-1%,-7%,i,i,-2%,i,0%,i,i
Cc1ccc(C2c3c(oc4cc(C)c(C)cc4c3=O)C(=O)N2CCCN2CCOCC2)cc1 (stereo unspecified),0.5%,-2.2%,-10%,/,/,/,-4%,/,-3%,/,/
Cc1csc(N(C(=O)c2cccc(S(=O)(=O)N(C)C)c2)c2ccccc2)n1,0.5%,-2.1%,-2%,9%,i,?,?,i,-2%,i,i
COc1cccc(NC(=O)CN(C)S(=O)(=O)c2ccc(C)cc2)c1,-0.4%,-2.5%,1%,6%,i,i,3%,i,-1%,i,i
COC(=O)c1cccc(S(=O)(=O)N2CCC(NC(=O)NC34CC5CC(CC(C5)C3)C4)CC2)c1,1.0%,-0.4%,-1%,36%[activator],i,i,8%,i,-3%,i,i
COC(=O)c1ccc(CSc2nc3c(cnn3-c3ccc(C)c(C)c3)c(=O)[nH]2)o1,1.4%,-1.2%,1%,2%,i,i,10%,i,1%,i,i
COC(=O)c1[nH]c2cccc(Cl)c2c1NC(=O)CN1CCCCC1C (stereo unspecified),-0.1%,0.9%,-1%,18%,i,?,?,i,1%,i,i
CCOC(=O)C1CCN(c2c(NCCN3CCN(c4ccccc4)CC3)c(=O)c2=O)CC1,1.3%,0.2%,2%,/,/,/,-4%,/,-3%,/,/
COC(=O)c1[nH]c2ccc(C)cc2c1NC(=O)CN1CCc2cc(OC)c(OC)cc2C1,-0.8%,-0.5%,1%,34%[activator],i,i,-5%,i,-5%,?,i
Cc1ccc(-c2noc(CCC(=O)NCCN3CCN(Cc4ccccc4)CC3)n2)cc1,0.2%,-0.1%,1%,37%[activator],i,i,?,i,1%,i,i
CCOC(=O)Cn1nnnc1CN(Cc1ccccc1)Cc1cc2cc(CC)ccc2[nH]c1=O,0.7%,-0.3%,0%,32%[activator],i,i,?,?,-3%,?,i
O=C(NCCN1CCOCC1)c1ccc(CS(=O)(=O)Cc2ccccc2F)o1,0.5%,-2.5%,-1%,-7%,i,i,2%,i,-1%,i,i

# A second format for 3 compounds above:
smiles	BRCT PPI red	BRCT inh green	Caspase-7 inhib	USP2a inhib	Texas Red fluor	Fluorescein fluor	HEK293 cAMP ctrl	4MU fluor	Caspase-1 inhib	A350 fluor	Rhodamine autofl
COC(=O)c1ccc(CSc2nc3c(cnn3-c3ccc(C)c(C)c3)c(=O)[nH]2)o1	1.4%	-1.2%	1%	2%	i	i	10%	i	1%	i	i
COC(=O)c1[nH]c2cccc(Cl)c2c1NC(=O)CN1CCCCC1C (stereo unspecified)	-0.1%	0.9%	-1%	18%	i	?	?	i	1%	i	i
CCOC(=O)C1CCN(c2c(NCCN3CCN(c4ccccc4)CC3)c(=O)c2=O)CC1	1.3%	0.2%	2%	/	/	/	-4%	/	-3%	/	/

# Following part.
SMILES,BRCT PPI red,BRCT inh green,Caspase-7 inhib,USP2a inhib,Texas Red fluor,Fluorescein fluor,HEK293 cAMP ctrl,4MU fluor,Caspase-1 inhib,A350 fluor,Rhodamine autofl
CCSc1nnc(NC(=O)CSc2nc(CC)nc3c2c(=O)n(C)c(=O)n3C)s1,1.0%,1.2%,0%,/,/,/,-2%,/,5%,/,/
CC(C)(C)N=C1SCC(C)(/C=N/O)S1 (stereo unspecified),0.5%,-0.3%,1%,0%,i,i,2%,i,1%,i,i
Fc1ccc(Nc2nc(-c3ccoc3)nc3ccccc23)cc1,2.7%,3.4%,-6%,144%[activator],i,i,16%,i,-5%,i,i
Nc1cc(OC(=O)c2cccs2)nn1S(=O)(=O)c1ccccc1,-1.0%,0.8%,-3%,5%,?,i,6%,i,2%,i,i
CN(C)CC(C)(C)CNC(=O)c1ccc(Cc2nc3ccccc3[nH]2)cc1,0.4%,-1.7%,-2%,/,/,/,-3%,/,-2%,/,/
Cc1nc2cnc(N3CCN(C)CC3)nc2n(CCC#N)c1=O,-1.1%,-0.4%,-20%,-6%,i,?,?,i,-12%,?,i
Cc1ccc2cc3c(NC(=O)c4cccnc4)nn(C)c3nc2c1,1.8%,-1.9%,-9%,1%,i,i,?,i,-8%,i,i
N#CC1=C(SCC(=O)c2ccc(Br)cc2)NC2=C(C(=O)CCC2)C1c1ccco1 (stereo unspecified),/,/,/,/,i,?,/,i,/,i,i
CO/N=C(/C(=O)NC1C(=O)N2C(C(=O)O)=C(CSc3nc(=O)c(O)nn3C)CSC12)c1csc(N)n1 (stereo unspecified),-1.3%&-0.1%,-1.2%&-0.8%[3.08 µM],-1%&-2%,-2%&-8%,/,/,/,/,1%&-2%,/,/
CCc1ccc(OCCCC(=O)O)c(Br)c1,-0.6%,-2.1%,1%,8%,?,?,15%,i,0%,i,i
COc1ccc(S(=O)(=O)N2CCCC2)c(C)c1C,-1.3%,-1.2%,0%,8%,?,?,7%,i,3%,i,i
O=C(O)C1CCCCC1C(=O)Nc1nc(-c2cccs2)cs1 (stereo unspecified),0.3%,-0.8%,-1%,?,i,i,1%,i,1%,i,i
Cc1nnc(SCCN2CCOCC2)n1C,0.7%,0.4%,0%,0%,i,i,5%,i,-3%,i,i
O=c1oc2ccccc2c(O)c1C=NCc1ccccn1,2.2%,0.3%,-2%,-8%,?,?,-1%,i,0%,i,i
COc1cccc(-c2ccc3ncnc(NCc4ccc(OC)cc4OC)c3c2)c1,0.1%,-0.8%,-5%,-19%,i,?,?,i,-4%,i,i
